HP1b chromo inh – HTS for Inhibitors of HP1-beta Chromodomain Interactions with Methylated Histone Tails. actives 0.56% (n = 390,000). Potency, µM (series often up to 114 µM), without a hit: top-dose activity change, negative = inhibition, most hits filed as inhibitors. AlphaScreen HP1-beta / biotin-H3K9me3 peptide binding. Chromobox protein homolog 1 (Homo sapiens), P83916. AID 540317, 2011; also: potency is read from the fitted curve at half-maximal effect; nearly all actives have a fitted effect of over 70% in size; inactives centre near 23
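AlphaScreen: HP1-beta (50 nM) preformed 30 min with biotin-H3(1-18)K9me3 peptide (50 nM) in PBS pH 7.4, 0.01% Tween-20. Compound added for 30 min at RT, then streptavidin donor/nickel chelate acceptor beads (10 ug/mL) for 30 min.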
GLS inhibitor – qHTS for Inhibitors of Glutaminase (GLS) | GLS enzymatic activity, qHTS titration | Potency, µM (series often up to 45.5 µM), for the others: top-dose activity change, negative = inhibition, hits mostly inhibitors | actives 0.21% (n = 410,000) | AID 624170, 2012 | Glutaminase kidney isoform, mitochondrial (Homo sapiens), O94925; also: potency is read from the fitted curve at half-maximal effect; % is scaled to controls: 0 for no effect and ±100 for the full control effect
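Human kidney-isoform GLS in 45 mM KH2PO4 pH 8.2, 0.02% Tween-20, with compound, started with 1mM L-Glutamine (added stock). Glutamate oxidase/HRP/Amplex red coupled fluorescence read at start and after 30 min at RT.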
PI4K2A inh – qHTS for small molecular inhibitors of PI4K2A. purified PI4K2A, ADP-Glo luminescence, 1 h; hits give low values. actives 0.13% (n = 420,000). Phosphatidylinositol 4-kinase type 2-alpha (Homo sapiens), Q9BTU6. activity change, negative = inhibition, % at 76.9 µM. AID 1346378, 2018; in the data active = activity change below about -50%; inconclusive = mostly about -30% to -49%;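 also: -100% = wells without enzyme as full effect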
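Compounds are screened against recombinant PI4K2A using PI as substrate and ATP, the latter dispensed at 300 microM. Reactions run one hour at ambient temperature before ADP-Glo detection; full inhibition defined by wells lacking enzyme.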
12-LOX inh – Primary qHTS assay for inhibitors of human arachidonate 12S-lipoxygenase (ALOX12): Round 2. Potency, µM (highest dose often 108 µM), for inactives: at the top dose activity change, negative = inhibition, most hits filed as inhibitors. AID 1671190, 2021. actives 1.1% (n = 580,000). purified 12hLO, xylenol orange hydroperoxide absorbance; also: potency is read from the fitted curve at half-maximal effect; % is scaled to controls: 0 for no effect and ±100 for the full control effect
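Hydroperoxide product was detected by ferrous iron/xylenol orange as the 573 to 405 nm absorbance ratio. Arachidonic acid at 40 uM (final) was turned over for 30 min at room temperature by 150 nM human 12hLO, pH 7.0 Hepes buffer, after 15 min compound preincubation.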
BAZ2B inh – qHTS Assay for Inhibitors of BAZ2B. Bromodomain adjacent to zinc finger domain protein 2B (Homo sapiens), Q9UIF8. AlphaScreen BAZ2B-H3K14Ac peptide displacement. Potency, µM (highest dose often 114 µM), without a hit: at the top dose activity change, negative = inhibition, usual class: inhibitors. actives 4.4% (n = 360,000); also: potency is read from the fitted curve at half-maximal effect; % is scaled to controls: 0 for no effect and ±100 for the full control effect; nearly all actives have a fitted effect of over 60% in size
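AlphaScreen luminescence quantifies BAZ2B engagement of H3K14Ac peptide; the protein and biotinylated peptide are both at 50 nM final, buffer PBS pH 7.4 with 0.01% Tween-20, all steps at room temperature.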
ERG-DNA inh – qHTS for Small Molecule Inhibitors of the ERG Ets/DNA interaction. Transcriptional regulator ERG (Homo sapiens), P11308. fluorescence polarization, His-ERG Ets domain / labelled DNA. Potency, µM (series often up to 76.9 µM), inactives show at the top dose FP activity, negative = inhibition, most hits filed as inhibitors. actives 0.028% (n = 370,000). AID 624246, 2012; active = well fitted inhibition curve with a large enough effect in the polarisation, with a control signal flat; inconclusive = small, poorly fitted or top-dose-only effect, or effect the other way, or a change in a side signal; inactive = no such curve, though single readings can be large or run the other way; the % refers to the polarisation;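 also: polarization taken with two DNA probes labelled with fluorescein and Texas red; potency is read from the fitted curve at half-maximal effect; % of control where 0% means no effect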
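His-tagged ERG Ets domain (1 uM in the protein solution; 300mM KCl, 50mM Tris-HCl, 1mM EDTA, 1mM DTT, pH 7.5) received compound, then a probe mix of 5 nM fluorescein-DNA and 100nM Texas-615-DNA. Fluorescence polarization was read for both dyes.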
G9a block – qHTS Assay for Inhibitors of Histone Lysine Methyltransferase G9a; Histone-lysine N-methyltransferase EHMT2 (Homo sapiens), Q96KQ7; G9a H3K9 monomethylation, AlphaScreen, 2 h; Potency, µM (highest dose often 102 µM), inactives show at the top dose activity, negative = inhibition, hits mostly inhibitors; actives 8.8% (n = 350,000); also: potency is read from the fitted curve at half-maximal effect; % is scaled to controls: 0 for no effect and ±100 for the full control effect; nearly all actives have a fitted effect of over 75% in size
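Compounds were preincubated with 20 nM G9a for 15 min, after which biotinylated H3K9 peptide (500 nM) and SAM (20 uM) started a 2 h room-temperature reaction. Monomethylated product was quantified by antibody-based AlphaScreen chemiluminescence.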
RGS4 inh – Inhibitors of Regulator of G Protein Signaling (RGS) 4: qHTS; Regulator of G-protein signaling 4 (Homo sapiens), P49798; Transcreener GDP fluorescence polarization, RGS4-accelerated GTP hydrolysis; Potency, µM (titrated, usually from 114 µM), for inactives: top-dose activity change, negative = inhibition, usual class: inhibitors; actives 0.039% (n = 390,000); AID 504845, 2011; also: potency is read from the fitted curve at half-maximal effect; % is scaled to controls: 0 for no effect and ±100 for the full control effect; nearly all actives have a fitted effect of over 75% in size; some results filed as inactive show a strong effect at the top dose
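MLSMR compounds (23 nl, pin-transferred) preincubated 10 min at room temperature with a 500nM (2x) first reagent, then RGS4 at 900nM (2x) plus Transcreener GDP mix added; fluorescence polarization (620/688 nm) read before and after 90 min at 30 °C.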
JMJD2A Tudor inh – qHTS Assay for Inhibitors of JMJD2A-Tudor Domain | Lysine-specific demethylase 4A (Homo sapiens), O75164 | AlphaScreen JMJD2A-Tudor / H3K4me3 peptide binding | Potency, µM (doses to about 114 µM), for inactives: top-dose activity change, negative = inhibition, usual class: inhibitors | actives 4.4% (n = 390,000); also: potency is read from the fitted curve at half-maximal effect; % is scaled to controls: 0 for no effect and ±100 for the full control effect; nearly all actives have a fitted effect of over 50% in size
Target sequence (O75164 whole entry, looked up, the tested form may be a part): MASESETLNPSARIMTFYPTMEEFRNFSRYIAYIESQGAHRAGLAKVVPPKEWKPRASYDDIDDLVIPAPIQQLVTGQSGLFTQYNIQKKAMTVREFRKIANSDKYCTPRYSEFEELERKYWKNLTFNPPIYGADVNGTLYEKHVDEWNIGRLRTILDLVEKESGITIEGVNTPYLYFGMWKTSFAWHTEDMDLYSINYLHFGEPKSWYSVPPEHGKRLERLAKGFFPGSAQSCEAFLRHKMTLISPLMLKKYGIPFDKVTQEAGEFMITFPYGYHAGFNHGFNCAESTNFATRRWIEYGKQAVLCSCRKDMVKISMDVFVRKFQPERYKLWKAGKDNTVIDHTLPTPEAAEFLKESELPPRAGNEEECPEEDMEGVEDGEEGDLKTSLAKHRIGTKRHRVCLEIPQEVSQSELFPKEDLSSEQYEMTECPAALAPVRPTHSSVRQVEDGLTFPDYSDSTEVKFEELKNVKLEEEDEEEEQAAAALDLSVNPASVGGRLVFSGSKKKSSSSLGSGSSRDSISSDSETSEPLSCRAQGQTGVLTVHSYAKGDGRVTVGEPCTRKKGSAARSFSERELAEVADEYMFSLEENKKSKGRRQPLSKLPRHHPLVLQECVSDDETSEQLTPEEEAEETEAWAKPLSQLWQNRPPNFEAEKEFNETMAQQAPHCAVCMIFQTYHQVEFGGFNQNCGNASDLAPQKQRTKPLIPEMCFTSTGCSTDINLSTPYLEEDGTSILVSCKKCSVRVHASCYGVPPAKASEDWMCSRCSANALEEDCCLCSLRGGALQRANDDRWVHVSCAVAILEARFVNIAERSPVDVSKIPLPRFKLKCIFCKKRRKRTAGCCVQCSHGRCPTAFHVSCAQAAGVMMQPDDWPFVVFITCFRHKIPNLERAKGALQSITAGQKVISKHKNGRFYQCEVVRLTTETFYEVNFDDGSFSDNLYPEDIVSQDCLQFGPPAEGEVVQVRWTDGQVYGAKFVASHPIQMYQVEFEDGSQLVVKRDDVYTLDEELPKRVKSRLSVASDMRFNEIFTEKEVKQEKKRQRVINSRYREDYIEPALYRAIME
The depositor's hits bear a star; ? = inconclusive; · = no result given; [ ] = another dose, or the depositor's remark. Unless noted, calls follow the shape of the dose curve; as a rule, active = well fitted curve in the direction sought with a large enough effect; inconclusive = small, poorly fitted or top-dose-only effect, or another doubt; inactive = no such curve, though single readings can be large; an effect the other way counts as inactive or inconclusive. This is a subset. The share of hits here may be higher or lower than overall.

SMILES | HP1b chromo inh | GLS inhibitor | PI4K2A inh | 12-LOX inh | BAZ2B inh | ERG-DNA inh | G9a block | RGS4 inh | JMJD2A Tudor inh
CCC(C(=O)NCCc1ccc(C)cc1)n1nc(C)c2c(C)n(-c3ccccc3)nc2c1=O (stereo unspecified) | 57%[activator] | -4% | -5 | 1% | ? | 13% | -25% | -12% | -14%
CCC1=NN2C(=N)/C(=C\c3ccc(OCCOc4ccc(NC(C)=O)cc4)c(OC)c3)C(=O)N=C2S1 | 17% | 4% | -12 | 2% | -18% | -1% | -30% | -8% | -1%
COc1ccc(NC(=O)C2CCC(CNC(=O)[C@@H]3Cc4ccccc4CN3)CC2)cc1 (stereo partly specified) | 17% | -10% | -7 | 1% | -18% | 8% | 1%[59 µM] | -3%[56.9 µM] | -11%
Cc1nc2sccn2c(=O)c1S(=O)(=O)NC(C)c1ccccc1 (stereo unspecified) | 27% | 0% | -6 | 16% | -4% | 0% | · | 37% | -1%
Cc1ccc(S(=O)(=O)N2CCOCC2)cc1C(=O)NC1CCCCCC1 | 8% | 5% | -2 | 5% | -10% | -1% | 51% | -3% | -16%
COc1ccc(OC)c(C2=NOC(C(=O)Nc3cc(C)on3)C2)c1 (stereo unspecified) | -9% | 3% | 7 | 7% | -2% | -24% | -7%[12.7 µM] | -31%[11.4 µM] | -2%[11.4 µM]
O=C(c1ccc(CS(=O)(=O)c2c(Cl)cccc2Cl)o1)N1CCCC1 | 55%[activator] | 15% | -3 | 5% | -7% | -6% | ? | -8% | -15%
COc1ccccc1C1C2=C(CC(C)(C)CC2=O)Nc2nnnn21 (stereo unspecified) | 9% | 27% | 2 | ? | -28% | -5% | 28µM* | 15% | -14%
CCOC(=O)C1(c2ccccc2)NC(c2ccccc2C)C2C(=O)N(c3ccc4c(c3)OCO4)C(=O)C21 (stereo unspecified) | 9% | -1% | 2 | 3% | -2% | 4% | 14%[59 µM] | -29% | -24%
COc1cc(/C=N\Nc2nncn2N)ccc1OC(C)=O | 41%[activator] | 21% | ? | -8% | -15% | 5% | 71µM* | -18% | -8%
COc1ccccc1C1=CN(Cc2ccccc2)CCC1=O | 39%[activator] | 2% | 0 | -23% | · | -6% | · | 4% | -4%
COc1ccc2c(CC(=O)OCC(=O)NC(N)=O)coc2c1 | -8% | -12% | 7 | -10% | 2% | -3% | -1% | 1%[11.4 µM] | 1%[11.4 µM]
CCOC(=O)C1CCCN(C(=O)c2cc3nc(-c4ccc5c(c4)OCO5)cc(C(F)(F)F)n3n2)C1 (stereo unspecified) | 102%[activator] | -2% | -3 | 12% | 12% | -2% | 243%[activator][59 µM] | 2% | 29%
CC(=O)c1ccc(NS(=O)(=O)c2ccc(N)cc2)cc1 | ? | 1% | 3 | 0% | -15% | 6% | -5% | -31% | -27%[57.1 µM]
COc1ccc(CC(=O)Nc2nc(-c3ccncc3)cs2)cc1 | 25% | 1% | -2 | -10% | -14% | -8% | 40µM* | -19% | -18%
CCCc1oc2c(c(=O)c1CC)C(=O)CC(C)(C)C2 | 24% | 0% | 4 | -18% | 1% | 8% | -38%[59 µM] | -5% | -3%
COc1ccc(CCN(Cc2cccs2)S(=O)(=O)c2ccc(S(=O)(=O)N3CCC(C)CC3)cc2)cc1OC | 35% | 1% | 0 | -25% | -4% | 4% | 5%[59 µM] | 8% | 7%
Cc1ccccc1Nc1c(-c2cccnc2)nc2ccc(Cl)cn12 | 56%[activator] | 26% | -3 | -7% | 1% | 6% | 7%[59 µM] | -10% | -5%
CC(=O)c1cccc(N(CC(=O)NCC2CCCO2)C(=O)CCC(=O)Nc2cc(C)on2)c1 (stereo unspecified) | 16% | 5% | 0 | -21% | -22% | -1% | 12%[59 µM] | -11% | -5%
Cc1c(Cl)cccc1-n1nc(C)c2c(C)cc(=O)n(CC(=O)NCc3ccccc3)c21 | 69%[activator] | 1% | -5 | -1% | -8% | 0% | 4%[59 µM] | -9% | -13%
CCCn1c(=O)[nH]c2ccccc21 | 13% | 7% | 2 | 5% | 16% | 2% | -17% | -5% | -9%
O=C(O)c1cc(Br)ccn1 | 7% | -2% | -7 | -7% | · | 3% | 16µM* | -17% | 3.2µM*
O=C(O)c1cc(-c2ccc(Cl)cc2)n[nH]1 | 31% | -3% | -16 | ? | 4% | 13% | -4%[59 µM] | 5% | 3%
O=S(=O)(c1ccc(Cl)s1)N1CCN(CCc2ccccc2)CC1 | 28% | 0% | -1 | ? | -12% | -4% | · | 9% | -7%
COCCNC(=O)c1snc2ccc(Cl)cc12 | 11% | 0% | 1 | 14% | 15% | · | -1%[12.7 µM] | 1% | -3%

Next part; it opens with the two that closed the last part.
SMILES | HP1b chromo inh | GLS inhibitor | PI4K2A inh | 12-LOX inh | BAZ2B inh | ERG-DNA inh | G9a block | RGS4 inh | JMJD2A Tudor inh
O=S(=O)(c1ccc(Cl)s1)N1CCN(CCc2ccccc2)CC1 | 28% | 0% | -1 | ? | -12% | -4% | · | 9% | -7%
COCCNC(=O)c1snc2ccc(Cl)cc12 | 11% | 0% | 1 | 14% | 15% | · | -1%[12.7 µM] | 1% | -3%
CN(C)S(=O)(=O)c1ccc(C(=O)Nc2cc(S(=O)(=O)Nc3ccccc3Cl)ccc2N2CCCCC2)cc1 | -12% | 12% | -1 | -11% | -11% | -2% | ? | -13% | -16%
Cc1oc2ncnc(N3CCCCC3)c2c1C(=O)N1CCN(c2cccc(Cl)c2)CC1 | 11% | 5% | 0 | ? | -16%[57.1 µM] | 2% | -30%[59 µM] | -23% | -36%
Cc1ccc(C(C)C)cc1OCCCCN1CCCC1 | ? | -4% | 12 | ? | 50µM* | · | 10µM* | 9% | 18µM*
CC(Oc1ccc2c3c(c(=O)oc2c1)CCCC3)C(=O)NCC(O)c1ccccc1 (stereo unspecified) | 58%[activator] | -5% | -1 | 0% | -12% | 7% | 11% | -23% | 18%
Cc1[nH]c2ccccc2c1C(=O)COC(=O)c1ccccc1O | 15% | -1% | 3 | ? | · | -4% | · | 31% | -1%
N#Cc1c(N)n(CCNC(=O)c2ccc(Cl)cc2)c2nc3ccccc3nc12 | 61%[activator] | -12% | 6 | 0% | 4% | 5% | 24%[59 µM] | -14%[11.4 µM] | -2%[11.4 µM]
CCc1nc(C(N)=O)c2[nH]c(=O)n(-c3ccc(OC)cc3OC)c2n1 | 61%[activator] | -10% | -1 | · | -4% | -12% | 79%[activator] | 24% | 29%
Cc1cc(C)nc(N/N=C/C2=C(N3CCOCC3)C(=C\c3ccc(Cl)cc3)/CC2)n1 | 3%[57 µM] | 0% | 16 | ? | -32% | 6% | ? | -25% | ?
CCc1ccc(NC(=O)CSC2=Nc3ccccc3C3=NC(CC(=O)NC4CCCCC4)C(=O)N23)cc1 (stereo unspecified) | 17% | 8% | -1 | -13% | 5% | 3% | 0%[59 µM] | -9% | -24%
CC(CCN1C(Nc2ccccc2)=NC[C@@H]1Cc1ccccc1)c1ccccc1 (stereo partly specified) | 10% | 4% | -4 | 18% | -31% | -2% | ? | -1% | -18%
Cc1cc(C(=O)OC(C)C(=O)N2CCc3ccccc32)ccc1[N+](=O)[O-] (stereo unspecified) | -7% | -6% | -3 | -13% | -39% | -17% | ? | -22% | ?
Cn1ccnc1C1CCCCN1Cc1nc(-c2ccc(Cl)cc2)no1 (stereo unspecified) | 6% | -3% | 3 | 10% | ? | 0% | 6%[12.7 µM] | 23% | -26%
Cc1ccc(NC(=O)CCSc2nnc3ccccn23)cc1 | 31% | 6% | 8 | 0% | 0%[57.1 µM] | -1% | 36%[activator] | 7% | 2%
CCOC(=O)c1ccc(CNC(=O)C2CCC(=O)N(CCc3ccccc3)C2)o1 (stereo unspecified) | 66%[activator] | -2% | 4 | 2% | 13% | 2% | -39% | -16% | -17%
Cc1cccc(-c2nnc(SCC#N)n2-c2cccc(Cl)c2)c1 | 31% | 13% | 0 | 0% | 8% | -2% | ? | -4% | -4%
COc1ccc(-c2cc(C)no2)cc1S(=O)(=O)NCc1ccco1 | 19% | -16% | -3 | -24% | -19% | 1% | ? | -14% | -18%
O=C(Nc1ccccc1Cl)c1cc(S(=O)(=O)N2CCCCC2)ccc1N1CCOCC1 | 12% | -2% | 0 | 0% | -7% | 3% | 2%[12.7 µM] | 33% | -35%
COc1ccc(CCNC2CC(=O)N(CCc3ccc(OC)c(OC)c3)C2=O)cc1OC (stereo unspecified) | 0% | 8% | 7 | ? | ? | -16% | -29%[12.7 µM] | -18% | -16%
CCOC(=O)N1CCC(NCCNC(=O)c2ccc(F)cc2)CC1 | 36% | -5% | -3 | ? | -19% | -6% | -24%[2.33 µM] | -8% | -10%

Screening data: PubChem, National Center for Advancing Translational Sciences (NCATS)
